Screens as filed in PubChem BioAssay.
NCI-60 one-dose screen, 48 h, at 10 µM unless noted. Numbers give growth in % (100 = growth as untreated, 0 = no growth, -100 = all killed).
MALME-3M – MALME-3M melanoma. actives 5.8% (n = 78,000)
T-47D – T-47D breast cancer | actives 5% (n = 79,000)
MCF7 – MCF7 breast cancer | actives 6.3% (n = 82,000) | AID 1794796
LOX IMVI – LOX IMVI melanoma; AID 1794757; actives 7.4% (n = 79,000)
SK-MEL-2 – SK-MEL-2 melanoma. actives 4.7% (n = 77,000). AID 1794763
HS 578T – HS 578T breast cancer; actives 4.1% (n = 78,000); AID 1794788
MDA-MB-231 – MDA-MB-231 breast cancer; actives 5% (n = 81,000); AID 1794789
BT-549 – BT-549 breast cancer | AID 1794793 | actives 4.4% (n = 78,000)
* hit, by the source's call; / = not tested or not shown; & = joins results of further samples; ! = not active in a repeat. How the source made its calls: active means growth percent below 10; inactive means the rest.

SMILES | MALME-3M | T-47D | MCF7 | LOX IMVI | SK-MEL-2 | HS 578T | MDA-MB-231 | BT-549
COc1cc2c(c(OC)c1OC)CCC(c1cccc(NC(=O)c3ccc([N+](=O)[O-])cc3)c1)O2 (stereo unspecified) | 83 | 31 | 63 | 76 | 72 | 71 | 66 | 67
CSC(=Nc1ccccc1)Nc1ccccc1 | 105 | 89 | 115 | 99 | 103 | 104 | 113 | 105
Fc1ccc(-c2cc(C(Cl)Cl)no2)cc1 | 93 | 110 | 89 | 101 | 116 | 93 | 95 | /
CCCn1c(=O)[nH]c(N)c(C(c2cccc(OC)c2)c2c(N)[nH]c(=O)n(CCC)c2=O)c1=O | 97 | 79 | 88 | 97 | 104 | 87 | 95 | 103
CC1=C(C#N)C2=NN=C(N)NN2C(c2ccccc2)=C1 | 102 | 72 | / | 91 | 96 | 113 | 85 | 97
COCC(C)OC(=O)c1ccccc1 (stereo unspecified) | 92 | / | 97 | 98 | 112 | 99 | 123 | 104
N#Cc1ccc(C(=O)C[n+]2ccn(CCC(=O)Nc3cccc4cccnc34)c2)cc1 | / | 97 | 83 | 99 | 108 | 98 | 97 | 111
N#Cc1cc2c(nc1-n1cccc1)CCCC2 | 134 | 93 | 87 | 106 | / | 100 | 117 | 125
O=C(CN1C(=O)c2ccccc2C1=O)c1ccc(Br)cc1 | 100 | 99 | 103 | 93 | 107 | 119 | 95 | /
Cn1c(=O)c2c(nc(Sc3nc(N)cc(=O)[nH]3)n2Cc2ccc(F)cc2)n(C)c1=O | 96 | 104 | 99 | 98 | 102 | 100 | 91 | 103
Cc1cccc(Oc2ccc(Nc3ncnc4ccc(NC(=O)CNCCO)cc34)cc2Cl)c1 | 71 | 36 | 47 | 15 | 88 | 84 | 74 | 73
O=C(CSc1nnc2n(Cc3ccccc3)c(=O)c3c4c(sc3n12)CCCC4)c1ccccc1 | 110 | 89 | 132 | 102 | 95 | 119 | 110 | 110
O=C(CCc1nnc(CN2C(=O)C(=O)c3ccccc32)o1)c1nc2ccccc2[nH]1 | 112 | 89 | 83 | 95 | 103 | / | 90 | 92
Fc1cc2c(cc1Cl)N(c1ncnc3ccc(-c4cnc5cncn5c4)cc13)CC2 | 87 | 75 | 69 | 94 | 110 | 113 | 76 | 105
O=C(c1c[nH]c2ccccc12)c1n[nH]c(=S)n1-c1ccc(F)cc1 | 99 | 25 | 37 | 99 | 87 | 97 | 86 | 120
COc1cc2nc(SCC(=O)Nc3cc(OC)c(OC)c(OC)c3)n(Cc3ccccc3)c(=O)c2cc1OC | 46 | 73 | 83 | 69 | 45 | 25 | 41 | 14
Cc1ccncc1C(N)=O | 106 | 84 | 96 | 93 | / | 116 | 116 | 111
CCOP(=O)(OCC)C(NC(=O)CNC(=O)c1ccccc1C(=O)O)C(=O)N1CCCCC1 (stereo unspecified) | 96 | 107 | 90 | 99 | 102 | 102 | 102 | 105
Cc1ccc(S(=O)(=O)Nn2c(C)c(C)cc(-c3nc4ccccc4s3)c2=O)cc1 | 88 | 92 | 88 | 92 | 98 | 101 | 91 | 102
Cc1ccc(NCSc2ccc(Cl)cc2)cc1 | 93&115 | 62&74 | 81&87 | 95&89 | 94&108 | 102&94 | 60&59 | 66&45
CN1CCC2(CC1)Oc1ccc(Cl)cc1C1CC(c3ccc(F)cc3)=NN12 (stereo unspecified) | 87 | 73 | 75 | 86 | 96 | 81 | 85 | 80
CCCCc1nc(/C=C/C(=O)c2ccc(S(N)(=O)=O)cc2)c(Cl)[nH]1 | 119 | 88 | 77 | 102 | 104 | 101 | 85 | 90
CCN(CC)CCNc1ccc(C)c2sc3ccccc3c(=O)c12 (tested in a mixture with another compound) | 48&31 | 32&41 | 5.6*! | -40* | 86&59 | 82&122 | 25&18 | 79&46
CC1=NN(c2ccccc2)C(=O)C1C(=S)SC1CC(=O)NC1=O (stereo unspecified) | 94 | 89 | 94 | 93 | 95 | 103 | 95 | 102
O=C(O)C1=Nc2ccccc2/C1=C\c1sc(=O)[nH]c1S | 94 | 96 | 99 | 89 | 100 | 92 | 95 | 109

16 entries from above, with values under each structure:
Values run as follows: MALME-3M | T-47D | MCF7 | LOX IMVI | SK-MEL-2 | HS 578T | MDA-MB-231 | BT-549
Cn1c(=O)c2c(nc(Sc3nc(N)cc(=O)[nH]3)n2Cc2ccc(F)cc2)n(C)c1=O
  96 | 104 | 99 | 98 | 102 | 100 | 91 | 103
Cc1cccc(Oc2ccc(Nc3ncnc4ccc(NC(=O)CNCCO)cc34)cc2Cl)c1
  71 | 36 | 47 | 15 | 88 | 84 | 74 | 73
O=C(CSc1nnc2n(Cc3ccccc3)c(=O)c3c4c(sc3n12)CCCC4)c1ccccc1
  110 | 89 | 132 | 102 | 95 | 119 | 110 | 110
O=C(CCc1nnc(CN2C(=O)C(=O)c3ccccc32)o1)c1nc2ccccc2[nH]1
  112 | 89 | 83 | 95 | 103 | / | 90 | 92
Fc1cc2c(cc1Cl)N(c1ncnc3ccc(-c4cnc5cncn5c4)cc13)CC2
  87 | 75 | 69 | 94 | 110 | 113 | 76 | 105
O=C(c1c[nH]c2ccccc12)c1n[nH]c(=S)n1-c1ccc(F)cc1
  99 | 25 | 37 | 99 | 87 | 97 | 86 | 120
COc1cc2nc(SCC(=O)Nc3cc(OC)c(OC)c(OC)c3)n(Cc3ccccc3)c(=O)c2cc1OC
  46 | 73 | 83 | 69 | 45 | 25 | 41 | 14
Cc1ccncc1C(N)=O
  106 | 84 | 96 | 93 | / | 116 | 116 | 111
CCOP(=O)(OCC)C(NC(=O)CNC(=O)c1ccccc1C(=O)O)C(=O)N1CCCCC1 (stereo unspecified)
  96 | 107 | 90 | 99 | 102 | 102 | 102 | 105
Cc1ccc(S(=O)(=O)Nn2c(C)c(C)cc(-c3nc4ccccc4s3)c2=O)cc1
  88 | 92 | 88 | 92 | 98 | 101 | 91 | 102
Cc1ccc(NCSc2ccc(Cl)cc2)cc1
  93&115 | 62&74 | 81&87 | 95&89 | 94&108 | 102&94 | 60&59 | 66&45
CN1CCC2(CC1)Oc1ccc(Cl)cc1C1CC(c3ccc(F)cc3)=NN12 (stereo unspecified)
  87 | 73 | 75 | 86 | 96 | 81 | 85 | 80
CCCCc1nc(/C=C/C(=O)c2ccc(S(N)(=O)=O)cc2)c(Cl)[nH]1
  119 | 88 | 77 | 102 | 104 | 101 | 85 | 90
CCN(CC)CCNc1ccc(C)c2sc3ccccc3c(=O)c12 (tested in a mixture with another compound)
  48&31 | 32&41 | 5.6*! | -40* | 86&59 | 82&122 | 25&18 | 79&46
CC1=NN(c2ccccc2)C(=O)C1C(=S)SC1CC(=O)NC1=O (stereo unspecified)
  94 | 89 | 94 | 93 | 95 | 103 | 95 | 102
O=C(O)C1=Nc2ccccc2/C1=C\c1sc(=O)[nH]c1S
  94 | 96 | 99 | 89 | 100 | 92 | 95 | 109

(list continues)
SMILES | MALME-3M | T-47D | MCF7 | LOX IMVI | SK-MEL-2 | HS 578T | MDA-MB-231 | BT-549
COc1cc(OC)c(S(N)(=O)=O)cc1C1=NN(C(N)=S)C(c2ccc(Cl)cc2)C1 (stereo unspecified) | 109 | 87 | 83 | 101 | / | 98 | 95 | 108
CN1CCN(C(=O)[C@]2(C)CC[C@]3(C)CC[C@]4(C)C(=C3C2)C=C[C@@H]2[C@@]3(C)CCCNC(C)(C)[C@@H]3CC[C@]24C)CC1 | 102 | 100 | 92 | 97 | 107 | 91 | 99 | 96
COC(=O)C(=O)/C=C(\O)c1cc2cc(OC)ccc2o1 | 90 | 101 | 112 | 95 | 91 | 93 | 102 | 127
CCOC(=O)c1cc(C(=O)c2ccc(OC)cc2)n2ccc(/C=C/c3ccn4c(C(=O)c5ccc(OC)cc5)cc(C(=O)OCC)c4c3)cc12 | 100 | 99 | 101 | 93 | 100 | 96 | 96 | 93
O=C(CNCCCCCNCC(=O)OC1CCCCC1)OC1CCCCC1 | 139 | 116 | 99 | 105 | 113 | 122 | 106 | 124
CCCn1cc(/C=N\N=C2\C(=O)Nc3c(F)cccc32)c2ccccc21 | 98 | 50 | 54 | 84 | 94 | 87 | 82 | 91
CCOC(=O)c1ccc(N/C=C/C(=O)c2ccc(Cl)cc2)cc1 | 106 | 93 | 91 | 104 | / | 102 | 102 | 105
O=C(O)CC1(c2ccccc2)OC(=O)c2ccccc21 (stereo unspecified) | 110 | 98 | 86 | 99 | 107 | 107 | 117 | /
ON1CCN=C1c1ccccc1Cl | 107 | 103 | 113 | 98 | 117 | 137 | 94 | 98
O=C1Nc2ccccc2C(c2c(-c3ccccc3)[nH]c3ccccc23)N1 (stereo unspecified) | 83 | 64 | 69 | 90 | 84 | 87 | 76 | 93
CC(=O)n1cc([C@H]2CC[C@H](c3cn(C(C)=O)c4ccccc34)c3c2[nH]c2ccccc32)c2ccccc21 | 91 | 51 | 64 | 79 | 80 | 106 | 71 | 95
COc1cc(-c2nc(/C=C3/C(=O)N(C)c4ccccc43)c3ccccn23)cc(OC)c1OC | 109 | 88 | 97 | 74 | 100 | 114 | 65 | 111
NS(=O)(=O)c1ccc(N=Nc2c(O)n(CC(=O)Nc3ccccc3Cl)c3ccccc23)cc1 | 16 | 20 | 6.0* | / | 9.6* | 51 | 15 | -4.1*
CCOc1cc(C(=O)NCCN(CC)CC)nc2cc(Cl)ccc12 | 97 | 94 | 102 | 93 | 110 | 98 | 99 | 105
CC1(C)NC2=C(C(Nc3cccnc3)N1)C(c1ccc(O)cc1)C(C(=O)c1ccc(N=[N+]=[N-])cc1)O2 (stereo unspecified) | 100 | 88 | 97 | / | 104 | 98 | 99 | 106
CSc1nc(NN)c(C#N)c(-c2cccs2)n1 | 102 | 76 | 90 | 87 | 106 | 107 | 83 | 87
COc1cc(NCC(=O)Nc2cc(Nc3cccc(Cl)c3F)ncn2)c(Cl)c(OC)c1Cl | 99 | 60 | 79 | 92 | 98 | 84 | 70 | 96
Cc1c(Cl)cccc1C(=O)Nc1nc2c(s1)CN(C(=O)c1ccc(C(F)(F)F)cc1)CC2 | 45 | 61 | 17 | 20 | 50 | 27 | 34 | 25
CC(C)(C)c1ccc(S(=O)(=O)Oc2ccc(-c3sc4cc(OS(=O)(=O)c5ccc(C(C)(C)C)cc5)ccc4c3C(=O)c3ccc(OCCN4CCCCC4)cc3)cc2)cc1 | 107 | 79 | 97 | 100 | 90 | 104 | 103 | 98
COc1ccc(-c2c(C#N)cnc(N)c2-c2nc3ccccc3s2)c(OC)c1 | 87 | 91 | 90 | 95 | 101 | 103 | 79 | 98
Cc1nc2cc(Nc3nc(Nc4ccc(O)cc4)nc(Nc4ccc(F)cc4)n3)ccc2n1Cc1ccccc1 | 99 | 105 | 84 | 96 | 112 | 99 | 89 | 108
Cc1ccc2c(n1)C(=O)C(Cl)=C(Nc1cccc(C(F)(F)F)c1)C2=O | -5.4* | -42* | -55* | -62* | 100 | 116 | 55 | 123
COc1ccc(/C=N\NC(=S)N/N=C/c2ccc(OC)c(OC)c2)cc1OC | 115 | 107 | 96 | / | / | 96 | 113 | 112
COc1ccc(-c2nn(-c3ccccc3)cc2C2CC(c3ccc(Cl)c(Cl)c3)=NN2c2ccc(S(N)(=O)=O)cc2)cc1 (stereo unspecified) | / | 54 | 55 | 71 | 91 | 98 | 93 | /
CCCC[C@@H]1N=C(c2ccc(Br)cc2)Nc2nc3ccccn3c2C1=O | 100 | 94 | 76 | 91 | 112 | 95 | 87 | 115

(further entries)
SMILES | MALME-3M | T-47D | MCF7 | LOX IMVI | SK-MEL-2 | HS 578T | MDA-MB-231 | BT-549
CCN1CCC(C(=O)N(CC)CC)CC1 | 108 | 89 | 95 | 95 | 98 | 93 | 101 | 99
C=C(C)[C@@H]1CC[C@]2(C(=O)O)CC[C@]3(C)[C@H](CC[C@@H]4[C@@](C)(CCC(=O)O)[C@H](C(=C)C)CC[C@]43C)[C@@H]12 | 80 | 86 | 82 | 103 | 95 | 90 | 110 | 99
CC(=O)N(C)c1ccc(C)cc1 | 130 | 107 | 108 | 101 | / | 113 | 103 | /
COC(=O)c1ccccc1NC(=O)Nc1ccc(Cl)cc1 | 110 | 83 | 93 | 98 | 89 | 108 | 101 | 96
CCCC=Nc1ccccc1 | 99 | 88 | 102 | 101 | / | 101 | 110 | 106
O=c1nc2sc3ccccc3cc-2s1 | 102 | 87 | 97 | 96 | 101 | 88 | 102 | 99
c1ccc2c(c1)oc1cc3c(cc12)nnc1cccn13 | 94 | 85 | 82 | 112 | / | 108 | 101 | 98
NC(=O)SCC(=O)Nc1ccccc1NC(=O)CSC(N)=O | 119 | 105 | 113 | 98 | 113 | 100 | 106 | 117
COc1cc(/C(C)=N/NC(=O)CSc2nc3ccccc3c(=O)n2CCc2ccc(S(N)(=O)=O)cc2)cc(OC)c1OC | 90 | 83 | 93 | 90 | 97 | 95 | 82 | 86
C/C(=N\O)c1ccc(NC(=O)c2cc(-c3ccc(S(C)(=O)=O)cc3)nc3ccccc23)cc1 | 102 | 95 | 91 | 101 | 102 | 101 | 92 | /
CC(CC(=O)c1ccccc1)=NCCN(C)C | 95 | 104 | 96 | 97 | 107 | 113 | 102 | 95
O=C1C(Cl)C(c2ccccc2O)N1n1cnnc1 (stereo unspecified) | 99 | / | 95 | 94 | 102 | 92 | 101 | 92
